AmpC inh detg: AmpC beta-lactamase inhibition with detergent present; AmpC hydrolysis of nitrocefin, absorbance 480 nm, 0.01% Triton; Potency, µM (highest dose often 114 µM), for inactives: at the highest dose activity change, negative = inhibition, most hits filed as inhibitors; 0.041% of 370,000 active; P00811;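 further: potency means the concentration at half of the fitted maximal effect; 0% = no-compound wells and -100% = no-enzyme wells; nearly all actives have a fitted effect of over 25% in size; some results filed as inactive show a strong effect at the top dose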
Target sequence (P00811 whole entry, looked up): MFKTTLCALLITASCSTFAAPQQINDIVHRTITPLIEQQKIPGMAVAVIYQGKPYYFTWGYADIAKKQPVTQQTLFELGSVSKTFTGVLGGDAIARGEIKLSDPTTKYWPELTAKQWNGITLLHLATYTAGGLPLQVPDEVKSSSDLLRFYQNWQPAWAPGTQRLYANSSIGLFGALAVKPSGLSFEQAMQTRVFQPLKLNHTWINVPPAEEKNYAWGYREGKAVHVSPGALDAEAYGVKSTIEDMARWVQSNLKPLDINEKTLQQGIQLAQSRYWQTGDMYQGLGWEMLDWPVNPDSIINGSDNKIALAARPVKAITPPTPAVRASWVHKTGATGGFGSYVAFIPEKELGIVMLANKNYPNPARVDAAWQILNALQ
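20 mM phosphate pH 7.0 + 0.01% (detergent screen) or 0.0001% Triton X-100; 5.3 nM AmpC reagent; cpd preinc 15 min RT; nitrocefin (800 uM stock) to start; A480 q20 s × 4 min; Activity was normalised to no-enzyme and no-compound control wells.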
HCMV antiviral: inhibitors of human cytomegalovirus | HFF cells, HCMV-luciferase reporter, 72 h; active compounds read low | activity change, negative = inhibition, % at 57.5 µM | AID 1259415 | 4.5% of 410,000 active; in the data active means activity change below about -60%; inconclusive means no clear call, values can overlap the other calls; inactive means above about -39%
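HFF cells seeded 16 h at 37C, treated with compounds, infected with luciferase-reporter HCMV at MOI 1 PFU/cell; luciferase read at 72 h post infection, normalized to buffer-only and Salinomycin controls.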
Sm TGR block: inhibitors of Schistosoma mansoni thioredoxin glutathione reductase; Q962Y6; purified TGR, DTNB reduction, TNB absorbance 405 nm; Potency, µM (series often up to 114 µM), inactives show at the top dose activity change, negative = inhibition, hits mostly inhibitors; 3% of 360,000 active; AID 485364; further: potency means the concentration at half of the fitted maximal effect; nearly all actives have a fitted effect of over 60% in size
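Kinetic colorimetric format: TGR-catalysed, NADPH-driven DTNB reduction monitored via TNB absorbance. Enzyme dispensed at 20 nM; compound exposure 15 min at room temperature before reaction start.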
HCV inhibitor: HCV inhibition; Potency, µM (series often up to 41.8 µM), for inactives: at the highest dose activity change, negative = inhibition, hits mostly inhibitors; Huh7.5.1 HCVcc-Cre infection, luciferase reporter, 44 h; AID 651820; 3.4% of 340,000 active; further: potency means the concentration at half of the fitted maximal effect
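Seed cells (1,000/well) for 4 h; treat with compound and infect with HCVcc-Cre, moi about 0.5. Incubate 44 h, then detect luciferase activity.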
AMA1-RON2 inh: disrupts binding of P. falciparum AMA1 to RON2; AlphaScreen AMA1-biotinylated RON2 peptide binding; 0.2% of 360,000 active; Potency, µM (doses to about 58.2 µM), inactives show at the highest dose activity change, negative = inhibition, hits mostly inhibitors; AID 720542;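 further: potency means the concentration at half of the fitted maximal effect; 0% = vehicle wells and -100% = peptide control; nearly all actives have a fitted effect of over 45% in size; some results filed as inactive show a strong effect at the top dose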
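AMA1 (3D7) with his tag at 25 nM final met compounds first, then biotinylated RON2 peptide at 25 nM; detection used donor plus acceptor beads, 10 µg/mL apiece, read by AlphaScreen after 30 min at room temperature.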
Giardia FBPA inh: blocks Giardia fructose-bisphosphate aldolase activity. purified Giardia FBPA. Potency, µM (titrated, usually from 59.6 µM), for inactives: at the top dose activity, negative = inhibition, hits mostly inhibitors. 0.71% of 290,000 active; further: potency means the concentration at half of the fitted maximal effect; nearly all actives have a fitted effect of over 55% in size
Target sequence (A8B2U2 whole entry, looked up): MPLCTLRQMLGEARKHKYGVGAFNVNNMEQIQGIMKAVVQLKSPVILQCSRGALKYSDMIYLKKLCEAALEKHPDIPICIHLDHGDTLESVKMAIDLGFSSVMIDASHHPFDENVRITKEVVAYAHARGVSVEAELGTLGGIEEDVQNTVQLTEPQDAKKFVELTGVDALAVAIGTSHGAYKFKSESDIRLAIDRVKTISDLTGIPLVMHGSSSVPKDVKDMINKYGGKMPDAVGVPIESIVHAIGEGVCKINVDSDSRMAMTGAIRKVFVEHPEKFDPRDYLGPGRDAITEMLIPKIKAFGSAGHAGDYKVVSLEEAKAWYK
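Giardia FBPA (40 nM reagent) was preincubated 10 min at RT with compound (up to 57.5 uM final), then substrate plus GAPDH/TPI/NAD/arsenate coupling system with diaphorase/resazurin was added; resorufin fluorescence (525/598 nm) was read after 20 min.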
* hit, by the source's call; ? = inconclusive; . = no result given; & = joins results of further samples; [ ] = remark or other dose. Unless noted, the call rests on the fitted dose curve; in most records, active means well fitted curve in the direction sought with a large enough effect; inconclusive means small, poorly fitted or top-dose-only effect, or another doubt; inactive means no such curve, though single readings can be large; an effect the other way counts as inactive or inconclusive. Unless noted, on the % scale 0 is the no-effect control and ±100 the full control effect. Compounds were not picked by outcome; 9.3% or so of the library scored in one or more.

Second line of a record – AmpC inh detg, HCMV antiviral, Sm TGR block, HCV inhibitor, AMA1-RON2 inh, Giardia FBPA inh
[1] CCN1CCCC1CNC(=O)c1cc2c(OC)c(OC)c(OC)cc2[nH]1 (configuration not stated)
  -8%, -18, ?, ?, 2%, -21%
[2] Cc1[nH]n(-c2cccc3ccccc23)c(=O)c1/C=N/NC(=O)c1cccc([N+](=O)[O-])c1
  -10%, -101*, -10%, ?, 103%[activator], ?
[3] CC(C)CN1CCN(Cc2cnc(N3CCOCC3)s2)CC1CCO (configuration not stated)
  5%, -29, 2%, -12%, 12%, -2%
[4] Cc1cccc(C)c1OCC(=O)N(Cc1ccccc1F)C1CCS(=O)(=O)C1 (configuration not stated)
  4%, 7, 0%, ., ., .
[5] S=c1[nH]c(-c2ccc(Cl)cc2)cs1
  4%, -62*, -4%, 9%, 71%[activator], 14%
[6] CC(C)COC(=O)C1C2C=CC3(CN(C4CCCC4)C(=O)C13)O2 (configuration not stated)
  ?, -21, 3%, 20%, 5%, -1%
[7] CS(=O)(=O)c1ccc(NCC2CCCO2)c([N+](=O)[O-])c1 (configuration not stated)
  -13%, 25, 2%, 6%, 3%, 2%
[8] Nc1ccc(-c2nc3ccc(N)cc3o2)cc1
  -10%, 35, 5%, -30%, -10%, -9%
[9] Cc1cc(OCC(=O)Nc2cc(C)nn2-c2ccccn2)c2c3c(c(=O)oc2c1)CCC3
  -10%, ., 0%, ., ., 3%
[10] COc1ccc(C(CNC(=O)c2ccc(N3CCCC3=O)cc2)N2CCCC2)cc1 (configuration not stated)
  -4%, -27, 0%, -1%, -12%[11.6 µM], .
[11] CC(=O)N[C@@H](Cc1c[nH]c2ccccc12)C(=O)NCCc1ccc(S(N)(=O)=O)cc1
  0%, 43, -3%, 31%[activator], 7%, 15%
[12] CCOc1ccc2c(c1)c1nc3ccccc3nc1n2C
  1%, 193, -19%, ?, 72%[activator], -2%
[13] O=C(Nc1ccc(-c2nnc(-c3ccccc3)o2)cc1)C(F)(F)F
  2%, 46, 1%, -8%, 7%, 3%
[14] C=C(C)COc1ccc(-c2nc(N)nc(C)c2-c2ccc(OC)cc2)c(O)c1
  -3%, 0, 7%, ?, 20%, -19%
[15] COc1cccc2cc(C(=O)n3ccc(C)n3)c(=O)oc12
  -1%, -11, 2%, 10%, 6%, 4%
[16] CCOc1ccc(NC(=O)CSc2ncc3c(n2)-c2cc(Cl)ccc2N(C)S3(=O)=O)cc1
  3%, 19, 2%, ., ., .
[17] CCCCN(C(=O)c1ccc(S(=O)(=O)N(C)c2ccccc2)cc1)c1c(N)n(CCC)c(=O)[nH]c1=O
  ., -9, ., 19%, 11%, .
[18] COc1ccc(Br)cc1S(=O)(=O)N1CCCc2ccccc21
  4%, 5, 19%, -21%, 3%, -5%
[19] O=C(Nc1cc(N2CCCCC2)ncn1)c1ccccc1
  -15%, 28, 18%, -18%, -7%, 1%
[20] COc1ccc(N2CC(C(=O)NCCc3ccc(OC)c(OC)c3)CC2=O)cc1 (configuration not stated)
  ?, 5, 0%, 13%, 11%, 5%
[21] Cn1c(N)c(C(=O)Nc2ccc3ccccc3c2)sc1=S
  2%, 56, -19%, ?, 1%, 5%
[22] N#Cc1nc(Nc2cc(F)cc(F)c2)c2ncn(CC(F)F)c2n1
  11%, 31, -6%, ., ., .
[23] CCc1ccccc1NC(=O)CN(C)C(=O)CSc1nc2cc(Cl)ccc2s1
  -4%, 5, -8%, ?, 5%, 1%
[24] CCCc1nnc2n1N=C(c1ccc(-c3cc(Cl)ccc3Cl)o1)CS2
  12%, ., 2%, 19%, ., 1%
[25] O=C(NCc1ccncc1)c1cc(C(=O)C2CCCCC2)c[nH]1
  ?, ?, 0%, 12%, -5%, 5%
[26] CCOCCCNC(=O)CN1N=C(c2ccc(C)cc2)CCC1=O
  4%, 27, 0%, 18%, 7%, -1%
[27] COc1ccc(OC)c(NC(=O)CSc2nnc(N)s2)c1
  5%, 0, 16%, -4%, 1%, 0%
[28] COC(=O)c1sccc1NC(=O)Nc1cc(C)ccc1C
  -5%, 13, -1%, 6%, 10%, 0%
[29] COc1ccc(-c2noc(C(C)NC(=O)c3ccco3)n2)cc1 (configuration not stated)
  -6%, -24, 4%, ., ., .
[30] CCO[C@H]1OC(C(=O)Nc2ccccc2)=C[C@@H](c2ccc(Br)cc2)[C@@H]1CCCO
  9%, -7, 5%, 0%[8.37 µM], -11%, 0%
[31] O=C(NCCCN1CCOCC1)c1c(F)cccc1F
  ?, 23, 0%, 12%, -8%, 2%
[32] CC(C)(C)CC(C)(C)NCC(=O)Nc1c2c(nc3ccccc13)CCC2
  6%, -21, 6%, -28%, -15%, 4.5µM*
[33] NS(=O)(=O)c1ccc(CCNC(=O)Cc2c[nH]c3ccccc23)cc1
  -4%, 9, -8%, 0%, -7%, 3%
[34] CCn1c(-c2cc(Br)ccc2O)n[nH]c1=S
  ., -2, ., 25%, 44%[activator], .
[35] S=c1[nH]nc(-c2ccco2)n1/N=C/c1ccc(Cl)c(Cl)c1
  -15%, -7, -13%, 2%, 70%[activator], 12%
[36] CCOC(=O)Cc1csc(NC(=O)c2ccc(S(=O)(=O)N3CCCC3)cc2)n1
  ?, 15, -7%, ?, -3%, -3%
[37] CC(=O)N[C@@H](C)C(=O)OC(C)C(=O)Nc1cccc([N+](=O)[O-])c1 (some centres not stated)
  ?, 35, 2%, 21%, -17%, 9%
[38] CC(C)Cc1nnc(NC(=O)c2ccc(S(=O)(=O)N3CCCC3)cc2)s1
  -4%, -9, -4%, 13%, -12%, .
[39] Cc1cc(Br)ccc1OCC(=O)NNC(=O)C(=O)Nc1ccccc1
  3%, -1, 13%, -12%, 54%[activator], -2%
[40] Cc1ccc(SC[C@H](c2ccccc2)N2CCN(C)CCC2=O)cc1
  4%, 10, 40µM*, 13%, -13%, 3%
[41] CCCCOc1ccc(OCCSc2nc3ccccc3n2CC(=O)O)cc1
  -1%, -1, 0%, 24%, -7%, 1%
[42] O=C(O)CCCCCNS(=O)(=O)c1cccc2c1C(=O)c1ccccc1C2=O
  -22%, -9, 50µM*, -16%, ?, ?
[43] CCOc1cc(CNc2ccc(N3CCOCC3)cc2)cc(Br)c1OCC
  -13%, -3, -11%, ?, 14µM*, -14%
[44] COc1ccc(NC(C)=O)cc1S(=O)(=O)N1CCn2cccc2C1C (configuration not stated)
  -2%, -23, 25µM*, -12%, 18%, .
[45] Cc1ccc2nsnc2c1S(=O)(=O)N(Cc1cc2cccc(C)c2[nH]c1=O)CC1CCCO1 (configuration not stated)
  ?, 20, -4%, ?, -5%, 4%
[46] CCn1c(C)c(C)c2cc(C(=O)N3CCN(c4cccc(C)c4C)CC3)ccc21
  -4%&8%, 14&0, -20%&-2%, ?, ?, -2%
[47] Cc1nn(C)c(Cl)c1CN1CCC(CO)(CCOc2ccccc2)CC1
  -3%, -19, 5%[57.1 µM], -20%, -17%, 6%
[48] CCN(CC)CCN1C(=O)C(=O)/C(=C(/O)c2c(C)[nH]c(C(=O)OC)c2C)C1c1ccccc1 (configuration not stated)
  0%, 25, -27%, 10%, 55%[activator], 2%
[49] COc1ccc(OC)c2[nH]c(=O)c(CCNS(=O)(=O)c3ccc(C)cc3)cc12
  -1%, -34, 2%, ?, -6%, ?
[50] Cc1noc(C)c1S(=O)(=O)Nc1cc(C(F)(F)F)ccc1N1CCOCC1
  -1%, -2, -7%, 5%, 0%, 7%
[51] COCCn1c(SCC(=O)c2ccc3c(c2)OCCO3)nnc1C(C)C
  0%, -5, ?, 16%, -1%, -24%
[52] N#CCCN(C(=O)Cn1nc(C(=O)O)c2ccccc2c1=O)c1ccccc1
  -15%, -8, -5%, 34%[activator], -5%, 0%
[53] CCOc1ccccc1CNC(=O)CCCN1C(=O)CCn2nc(-c3cccn3C)cc21
  -1%, -10, -5%, ., ., .
[54] COc1ccc(NC(=O)c2cccc(N3CCCS3(=O)=O)c2)cc1OC
  3%, 36, -2%, ., ., .
[55] Fc1ccc(-c2nnc3sc(C4COc5ccccc5O4)nn23)cc1 (configuration not stated)
  -12%, 43, 7%, ?, 3%, 3%
[56] O=C(CN1C(=O)NC2(CCCCC2)C1=O)Nc1ccc(Cl)cc1
  ., 0, ., -6%, 13%, .
[57] O=C(Nc1ccccc1C(=O)OCC(=O)N1CCc2ccccc2C1)c1ccco1
  -3%, 3, -33%, 8%, -17%, -8%
[58] CCOc1ccccc1OCC(=O)NCCc1ccc(S(N)(=O)=O)cc1
  -14%, 50, -8%, 13%, 20%, 1%
[59] COc1ccc(C(=O)c2cn(Cc3ccccc3F)c3ccc(F)cc3c2=O)cc1
  -12%, ?, -4%, ., ., .
[60] C/C(CCc1ccco1)=N\NC(=O)CNc1cccc2ccccc12
  -6%, -29, 4%, 5%, 0%, 20µM*

Other records follow.
Second line of a record – AmpC inh detg, HCMV antiviral, Sm TGR block, HCV inhibitor, AMA1-RON2 inh, Giardia FBPA inh
[61] O=C(CCN1C(=O)C2C3CCC(C3)C2C1=O)OCC(=O)c1ccc(Br)cc1 (configuration not stated)
  -5%, 19, 7%, 2%, 2%, 2%
[62] CNC(=O)C1Cc2ccccc2CN1S(=O)(=O)c1cccs1 (configuration not stated)
  3%, -17, -4%, 15%, 4%[2.32 µM], -2%
[63] O=C(O)c1ccc(/C=N/NC(=O)c2cc3c(ccc4ccccc43)o2)cc1
  ?, -32, -9%, 15%, 0%, .
[64] O=C1C2ON(c3ccccc3)C(c3cccnc3)C2C(=O)N1Cc1ccccc1 (configuration not stated)
  ?, -15, 40µM*, 13%, 3%, 4%
[65] Cc1ccc(O)c(C(CC(=O)NCc2cccnc2)c2ccccc2)c1 (configuration not stated)
  -4%, -19, ., -6%, 5%, 4%
[66] CCCCCn1c(=O)[nH]c2cc(C(=O)N3CCN(C(=O)OCC)CC3)ccc2c1=O
  ?, -36, -1%, -16%, -3%, 1%
[67] CCCC(C)NS(=O)(=O)c1ccccc1 (configuration not stated)
  ?, 19, -27%, 15%, 4%, -1%
[68] O=C(Cn1nc(N2CCN(c3ccccc3)CC2)ccc1=O)NCc1cccc(Cl)c1
  0%, -21, -5%, ., ., .
[69] COc1nc(NCc2ccc(Cl)cc2)nc(OC)n1
  -14%, -13, 0%, 1%, 2%, 2%
[70] CC(=NNC(=S)N1CCN(C2CCCCCC2)CC1)c1ccccn1
  ., -96*, ., 0.89µM*, 14µM*, .
[71] CCOC(=O)c1sc(=S)n(-c2ccc(Cl)cc2)c1C
  -15%, -32, -1%, -9%, -6%, 7%

Values by screen from the entries so far:
Compounds 61–71 in Sm TGR block read 7%, -4%, -9%, 40µM*, ., -1%, -27%, -5%, 0%, ., -1%
Compounds 61–71 in HCMV antiviral read 19, -17, -32, -15, -19, -36, 19, -21, -13, -96*, -32
Compounds 61–71 in AMA1-RON2 inh read 2%, 4%[2.32 µM], 0%, 3%, 5%, -3%, 4%, ., 2%, 14µM*, -6%

Only Giardia FBPA inh (3 entries from above):
entry	Molecule	Giardia FBPA inh
64	O=C1C2ON(c3ccccc3)C(c3cccnc3)C2C(=O)N1Cc1ccccc1 (configuration not stated)	4%
65	Cc1ccc(O)c(C(CC(=O)NCc2cccnc2)c2ccccc2)c1 (configuration not stated)	4%
66	CCCCCn1c(=O)[nH]c2cc(C(=O)N3CCN(C(=O)OCC)CC3)ccc2c1=O	1%

Source: PubChem (National Center for Advancing Translational Sciences (NCATS))
